FadD28 FP inh: M. tuberculosis FadD28 bisubstrate binding inhibition; FadD28 bisubstrate probe binding, fluorescence polarization; inhibition, % at 12.5 µM; hit rate 0.22% among 360,000; AID 588549; in the data active = inhibition above about 8.5%, passing the limit was not always enough
Mtb UGM inh: blocks M. tuberculosis UGM enzyme. P9WIQ1. purified UGM, fluorescence polarization probe displacement. hit rate 0.06% among 320,000. inhibition, % at 10 µM; in the data active = inhibition above about 10%, passing the limit was not always enough
Target sequence (P9WIQ1 whole entry, looked up): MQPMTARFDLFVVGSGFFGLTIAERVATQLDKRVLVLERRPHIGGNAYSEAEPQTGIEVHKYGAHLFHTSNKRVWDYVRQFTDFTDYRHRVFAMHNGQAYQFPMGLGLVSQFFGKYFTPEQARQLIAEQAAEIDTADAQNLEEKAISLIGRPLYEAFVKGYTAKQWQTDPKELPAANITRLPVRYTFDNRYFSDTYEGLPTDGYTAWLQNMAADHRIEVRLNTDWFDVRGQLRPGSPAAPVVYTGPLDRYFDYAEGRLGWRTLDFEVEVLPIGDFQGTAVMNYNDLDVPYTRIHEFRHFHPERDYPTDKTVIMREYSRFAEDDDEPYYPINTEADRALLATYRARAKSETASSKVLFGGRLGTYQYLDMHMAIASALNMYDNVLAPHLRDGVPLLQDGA
FBA Mtb inh: inhibits M. tuberculosis FBA enzyme. P9WQA3. purified M. tuberculosis FBA, fluorescence read-out. inhibition, % at 1 µM. hit rate 2.3% among 360,000. AID 588726; in the data active = inhibition above about 27%;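 also: 0% = vehicle and 100% = reference inhibitor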
Target sequence (P9WQA3 whole entry, looked up): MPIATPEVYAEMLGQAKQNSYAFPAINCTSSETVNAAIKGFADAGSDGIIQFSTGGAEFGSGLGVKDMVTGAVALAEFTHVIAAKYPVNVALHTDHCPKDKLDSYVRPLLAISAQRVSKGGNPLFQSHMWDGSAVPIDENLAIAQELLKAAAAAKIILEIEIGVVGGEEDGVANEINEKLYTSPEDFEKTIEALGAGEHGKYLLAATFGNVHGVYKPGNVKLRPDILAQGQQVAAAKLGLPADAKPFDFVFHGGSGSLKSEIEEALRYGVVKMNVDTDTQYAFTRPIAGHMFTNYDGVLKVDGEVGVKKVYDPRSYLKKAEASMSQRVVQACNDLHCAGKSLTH
PfHsp40 rescue: restores yeast growth despite PfHsp40 toxicity; hit rate 0.68% among 340,000; S. cerevisiae expressing PfHsp40, growth rescue, ATP luminescence; growth rescue, % at 12.5 µM; in the data active = growth rescue above about 28%, passing the limit was not always enough;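 also: yeast W303a lacking pdr1 and pdr3 grown in galactose medium; growth measured after three days at 30 °C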
Yp Topo-I inh: inhibitors of Yersinia pestis topoisomerase I; activity, % at 10 µM; hit rate 0.064% among 360,000; AID 504884; Y. pestis Topo-I cleavage product accumulation, plate reader; in the data active = activity above about 50%, passing the limit was not always enough; also: inactives centre near 2
GDH-TPI inh: GDH-TPI coupled enzyme inhibition counter-screen; AID 588335; inhibition, % at 4.8 µM; GDH-TPI coupled enzyme counterscreen, NADH absorbance; hit rate 1.2% among 360,000; in the data active = inhibition above about 30%;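 also: 0% = DMSO wells and 100% = wells lacking the enzyme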
Mtb BioA inh: BioA (M. tuberculosis) enzyme inhibition; purified M. tuberculosis BioA enzyme, plate reader; hit rate 0.096% among 360,000; inhibition, % at 9.99 µM; in the data active = inhibition above about 40%
BH1578 lux ind: quorum light induction in luxS cqsA deficient V. cholerae. V. cholerae BH1578 lux reporter, luminescence, 6 h. activation, % at 18.7 µM. hit rate 0.16% among 350,000. AID 588436; in the data active = activation mostly above about 9.7%, no sharp cut-off; also: not every result past the cut was called active; inactives centre near 0; reference of the scale not given here
TcdB GH inh: TcdB glycohydrolase inhibition. P18177. TcdB glycohydrolase enzymatic assay, plate reader. inhibition, % at 9.99 µM. hit rate 0.24% among 350,000; in the data active = inhibition above about 10%
Starred values were filed as active, the others as inactive; i = inactive; . = no result given; & = joins results of further samples.

item	canonical_smiles	TcdB GH inh	GDH-TPI inh	Mtb BioA inh	BH1578 lux ind	FadD28 FP inh	Yp Topo-I inh	PfHsp40 rescue	Mtb UGM inh	FBA Mtb inh
1	CN1CCN(c2oc(-c3cccs3)nc2S(=O)(=O)c2ccccc2)CC1	.	10	.	i	0.5	10	0.1	-0.8	1
2	Cc1cc(C)c(C(=O)c2ccc(C(=O)N3CCCCC3)cc2)c(C)c1	0.9	-3	1.3	0.3	-0.2	35	-0.8	1.3	-2
3	CN(C)/C=C1\Cc2ccccc2C1=O	0.2	7	-1.6	i	1.5	5	-2.1	-2.0	4
4	C=C(C)CC1N(c2cccc(OC)c2)C(=O)[C@@H]2C(C(=O)O)[C@H]3C=C[C@@]12O3 (some centres undefined)	.	-5	0.2	i	-2.7	-5	-1.4	-0.8	-1
5	COc1cccc(C(=O)OCC(=O)NCCC2=CCCCC2)c1	1.0	-3	.	-3.8	0.4	-3	-0.2	3.4	4
6	O=C(Cn1cc[n+](CC(=O)c2ccc(Cl)cc2Cl)c1)c1ccc(Cl)cc1Cl	0.6	1	1.8	i	-1.2	1	.	1.4	-1
7	CCOC(=O)c1sc(=NC(=O)/C=C/c2cccs2)n(C)c1C	-1.5	21	.	i	-1.1	-1	-0.4	-0.4	-1
8	CCOCCCN1CC(C(=O)NCCc2ccc(C)cc2)CC1=O (centres undefined)	.	-11	-1.7	17*	-4.6	-1	-0.4	3.1	-1
9	Cc1ccc(NC(=O)c2ccc(NS(=O)(=O)/C=C/c3ccccc3)cc2)nc1	-6.0	26	0.5	i	0.3	10	3.6	-2.0	0
10	CCOc1cccnc1Sc1ccccc1	0.6	2	.	-0.3	-2.1	-5	0.0	-0.6	3
11	CCOC(=O)CSC1=C(C#N)C(c2ccccc2OC)CC(=O)N1 (centres undefined)	1.6	8	-0.6	-0.2	-0.4	4	-0.3	1.3	-1
12	CC(Oc1ccc(F)cc1)C(=O)Nc1ccccc1C(=O)N1CCCCC1 (centres undefined)	0.3	-1	-0.8	0.7	-0.8	15	0.0	2.0	3
13	O=c1nc2ccccc2c2n1CC(CN1CCN(C(c3ccccc3)c3ccccc3)CC1)N2 (centres undefined)	4.8	1	.	-0.3	-2.0	0	2.0	-0.5	2
14	COc1ccc(-c2ccc(CN3C(C(C)C)C(=O)N(Cc4cn(Cc5ccco5)nn4)CCS3(=O)=O)cc2)cc1 (centres undefined)	0.6	1	-2.1	-0.5	-1.6	28	.	.	1
15	Cc1ccc2c(c1)nnn2C1CCN(CC(=O)Nc2ccccc2N2CCOCC2)CC1	.	4	1.4	-0.6	-3.1	17	-1.2	-5.0	1
16	CCCC[n+]1ccn(-c2nc3ccccc3nc2[N-]S(=O)(=O)c2ccc(C)cc2)c1	-0.1	17	0.1	3.1	1.3	2	-1.8	0.6	19
17	C[N+](C)(C)CCCNC(=O)c1ccc(/C=N/O)nc1	0.5	4	.	-0.1	-1.4	-7	-0.7	0.1	-3
18	CN(C)N1C(=O)/C(=C/c2ccco2)SC1=Nc1ccccc1	1.3	40*	.	-0.4	-1.0	3	-1.4	-1.8	5
19	COc1ccc(NC(=O)c2cccnc2SC)cc1S(=O)(=O)N1CCCCC1	0.7	7	.	-0.3	-2.6	9	-0.2	-0.7	0
20	O=C(COC(=O)c1cccc(O)c1)Nc1ccc(OC(F)F)cc1	6.5	5	.	-0.2	-2.9	9	2.1	-1.5	-4
21	COc1ccc(OC)c(NC(=O)c2cc(S(=O)(=O)N(C)C)ccc2N2CCCC2)c1	1.0	6	0.7	0.9	-0.2	7	-0.3	-1.3	-2
22	C=CCc1ccc(OCC(O)CN2CCCCC2)c(OC)c1 (centres undefined)	.	-13	-1.5	-1.0	-3.2	-8	0.4	-1.7	-3
23	Cc1ccc(OCC(=O)N2CCN(S(=O)(=O)c3ccc4c(c3)OCCO4)CC2)c(C)c1	0.6	3	-0.4	-0.5	-2.0	33	0.9	-1.5	-1
24	NNC(=O)c1ccc(O)cc1O	-21	14	.	i	-2.4	1	-0.4	2.2	0
25	CCC(OC(=O)CN1C(=O)C(=O)c2ccccc21)C(=O)Nc1ccccc1OC (centres undefined)	0.8	3	-0.8	-0.5	1.2	6	1.4	.	-1
26	CC(C)(C)c1ccc(OCC(O)CN2CCOCC2)cc1 (centres undefined)	0.7	3	.	-1.2	-1.3	5	1.4	4.1	-2
27	Cn1nc(-c2ccc(Cl)cc2)cc1NC(=O)CSCC(=O)O	-1.0	2	1.2	-0.1	2.0	4	.	-0.9	0
28	CCOC(=O)c1cc(-c2ccccc2C)nn1Cc1cc(CC)no1	1.2	7	-3.8	-5.0	-0.3	49	-0.1	-2.4	3
29	OCCN(Cc1ccccc1)Cc1ccccc1F	.	-9	1.1	-1.4	-4.3	-6	-0.7	-2.6	2
30	CC(C)(CO)Nc1nc(Nc2ccccc2)nc(Nc2ccccc2)n1	.	3	0.5	0.7	-3.0	1	-1.2	2.6	0
31	COc1cccc(NS(=O)(=O)Cc2ccccc2)c1	.	-3	0.2	i	-3.1	-2	1.4	0.4	2
32	CN1CCN(C(=O)c2cnn(-c3ccccc3)c2NC(=O)c2ccccc2)CC1	0.0	-3	.	0.7	-2.4	4	-0.8	-0.1	4
33	COc1cc(O)c(C(C)=O)c2c1C=CC(C)(C)O2	-9.8	7	-0.9	-0.8	-1.7	3	1.3	.	1
34	CCN(CC)c1ccc(NC(=S)NC(=O)C2CCC2)cc1	1.4	1	0.3	-0.6	-2.0	7	0.8	-1.0	-1
35	Cc1cccc2cc(C#N)c(SCC(=O)NCC3CCCO3)nc12 (centres undefined)	.	-3	3.0	.	0.0	5	0.4	2.1	-1
36	COc1ccc2c(c1)C(c1ccc(N(CCCl)CCCl)cc1)=NCC2	-0.3	9	-2.5	i	-2.8	21	-1.1	.	-7
37	CCOc1ccc(NC(=O)COc2ccc(-n3cnnn3)cc2)cc1	0.2	-7	-0.5	1.7	-4.1	2	1.2	1.1	2
38	Cc1ccccc1C(=O)O/N=C(\N)Cc1cccs1	2.4	-5	-0.2	i	-4.7	-3	0.3	-0.5	-1
39	CCCCSCCCNC(=O)C1CCC(CNS(=O)(=O)c2ccccc2)CC1 (centres undefined)	-0.9	0	11	-1.4	-4.9	28	0.4	-0.9	-3
40	CN(C)c1ccc(C(c2ccc(N(C)C)cc2)c2ccc([N+](=O)[O-])cc2)cc1	-0.1	6	-2.8	-0.7	1.5	0	-1.3	1.9	-1
41	CN(CC(=O)Nc1cccc(F)c1)C(=O)CN1c2cccc3cccc(c23)S1(=O)=O	2.2	10	-2.6	-0.6	-4.4	-4	-0.5	-1.3	7
42	O=C(CC1(O)C(=O)N(Cc2ccccc2Cl)c2ccccc21)c1ccco1 (centres undefined)	.	-7	1.0	-0.4	-4.8	9	0.6	0.7	0
43	CCN(CC)CC(=O)N1c2ccccc2Sc2ccccc21	0.8	1	0.2	0.6	-2.2	3	-0.4	-0.1	1
44	CN1CCN(S(=O)(=O)c2cccc(C(=O)N(Cc3ccccc3)c3ccccc3)c2)CC1	1.5	13	1.4	i	-15	19	-0.6	-1.3	5
45	CCCNC(=O)c1ccc2nc(-c3ccccc3)c(-c3ccccc3)nc2c1	0.1	20	-1.5	2.4	-3.6	1	-1.2	0.4	31*
46	C=CCN1C(=O)/C(=C/c2cccs2)S/C1=N\S(=O)(=O)c1ccc(F)cc1	-0.8	1	0.2	-0.6	0.2	2	-1.4	2.9	2
47	Cc1cc(C(=O)N2CCN(C(c3ccccc3)c3ccccc3)CC2)on1	3.8	-5	-0.9	-0.4	-0.7	29	0.5	0.2	-1
48	CCc1ccccc1N=Cc1c(C)c(C#N)c2[nH]c3ccccc3n2c1=O	1.0	15	0.4	0.7	-0.5	-4	-0.2	.	6

An excerpt from above in order of SMILES length, smallest number first:
item	canonical_smiles	TcdB GH inh	GDH-TPI inh	Mtb BioA inh	BH1578 lux ind	FadD28 FP inh	Yp Topo-I inh	PfHsp40 rescue	Mtb UGM inh	FBA Mtb inh
38	Cc1ccccc1C(=O)O/N=C(\N)Cc1cccs1	2.4	-5	-0.2	i	-4.7	-3	0.3	-0.5	-1
43	CCN(CC)CC(=O)N1c2ccccc2Sc2ccccc21	0.8	1	0.2	0.6	-2.2	3	-0.4	-0.1	1
35	Cc1cccc2cc(C#N)c(SCC(=O)NCC3CCCO3)nc12 (centres undefined)	.	-3	3.0	.	0.0	5	0.4	2.1	-1
37	CCOc1ccc(NC(=O)COc2ccc(-n3cnnn3)cc2)cc1	0.2	-7	-0.5	1.7	-4.1	2	1.2	1.1	2
36	COc1ccc2c(c1)C(c1ccc(N(CCCl)CCCl)cc1)=NCC2	-0.3	9	-2.5	i	-2.8	21	-1.1	.	-7
39	CCCCSCCCNC(=O)C1CCC(CNS(=O)(=O)c2ccccc2)CC1 (centres undefined)	-0.9	0	11	-1.4	-4.9	28	0.4	-0.9	-3
47	Cc1cc(C(=O)N2CCN(C(c3ccccc3)c3ccccc3)CC2)on1	3.8	-5	-0.9	-0.4	-0.7	29	0.5	0.2	-1
48	CCc1ccccc1N=Cc1c(C)c(C#N)c2[nH]c3ccccc3n2c1=O	1.0	15	0.4	0.7	-0.5	-4	-0.2	.	6
46	C=CCN1C(=O)/C(=C/c2cccs2)S/C1=N\S(=O)(=O)c1ccc(F)cc1	-0.8	1	0.2	-0.6	0.2	2	-1.4	2.9	2
41	CN(CC(=O)Nc1cccc(F)c1)C(=O)CN1c2cccc3cccc(c23)S1(=O)=O	2.2	10	-2.6	-0.6	-4.4	-4	-0.5	-1.3	7
44	CN1CCN(S(=O)(=O)c2cccc(C(=O)N(Cc3ccccc3)c3ccccc3)c2)CC1	1.5	13	1.4	i	-15	19	-0.6	-1.3	5

More results follow.
item	canonical_smiles	TcdB GH inh	GDH-TPI inh	Mtb BioA inh	BH1578 lux ind	FadD28 FP inh	Yp Topo-I inh	PfHsp40 rescue	Mtb UGM inh	FBA Mtb inh
49	Cc1ccc(C)c2c1cc(C)c1nnc(SCC(=O)N3CCCc4ccccc43)n12	.	12	0.8	-0.2	-2.3	19	-1.3	-3.0	4
50	NC(=O)C1c2ccccc2Oc2ccccc21	2.0	2	-1.5	i	-2.3	-1	19	-1.6	3
51	O=C1C=C(NCc2ccco2)CCC1	0.8	-4	-1.0	1.8	-1.0	-10	-0.6	-1.5	0
52	COc1ccc(N2CCN(C3CCCN(S(=O)(=O)c4ccccc4)C3)CC2)cc1 (centres undefined)	-3.0	6	-0.7	i	-1.5	10	-1.8	3.6	4
53	COc1ccc(C(=O)N/N=C/c2ccc(OC)c(CN3CCN(c4ccc(F)cc4)CC3)c2)cc1	-3.0	-5	-1.3	0.2	-2.6	-3	2.1	3.1	1
54	FC(F)(F)c1cnc(COc2cc(Cl)cc(Cl)c2)c(Cl)c1	1.0	16	0.4	-0.7	-2.2	-2	-0.6	6.0	2
55	C[C@@H]1CN([C@@H](C)CO)C(=O)CCCn2nncc2CO[C@H]1CN(C)Cc1ccc(C(F)(F)F)cc1	0.7&0.1&-0.1	-2	1.0&-0.5&-0.7	-0.4	-4.8	18	.	.	-3
56	COc1ccc(C)cc1S(=O)(=O)N(CC(=O)O)c1ccccc1	0.0	6	-0.6	.	-3.9	-10	-0.1	0.5	4

Part of the list above, screen by screen.
21) COc1ccc(OC)c(NC(=O)c2cc(S(=O)(=O)N(C)C)ccc2N2CCCC2)c1
35) Cc1cccc2cc(C#N)c(SCC(=O)NCC3CCCO3)nc12 (centres undefined)

Assay by compound	21	35
TcdB GH inh	1.0	.
GDH-TPI inh	6	-3
Mtb BioA inh	0.7	3.0
BH1578 lux ind	0.9	.
FadD28 FP inh	-0.2	0.0
Yp Topo-I inh	7	5
PfHsp40 rescue	-0.3	0.4
Mtb UGM inh	-1.3	2.1
FBA Mtb inh	-2	-1
